STEP inh: STEP (human) phosphatase inhibition; AID 588621; recombinant STEP, OMFP fluorogenic substrate, fluorescence; inhibition, % at 20 µM; P54829; 0.25% of 360,000 active;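 active = inhibition at 20 µM, scaled per plate between control wells, above about 37%, limit read from the data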;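 also: 0% = DMSO with enzyme and substrate and 100% = substrate only without enzyme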
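System: STEP phosphatase, cell-free reaction; Buffer or medium: Bis-Tris pH 6.0 buffer with DTT, detergent; Incubation: 20 min at room temperature, dark; Measured by: fluorescence, 480/540 nm.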
Neddyl block: blocks human cullin neddylation; P61081+Q13564; TR-FRET cullin neddylation, biochemical; calls only at 25 µM; 0.58% of 360,000 active; AID 651699; in the data active = inhibition above about 36%
Target sequence (P61081 whole entry, looked up): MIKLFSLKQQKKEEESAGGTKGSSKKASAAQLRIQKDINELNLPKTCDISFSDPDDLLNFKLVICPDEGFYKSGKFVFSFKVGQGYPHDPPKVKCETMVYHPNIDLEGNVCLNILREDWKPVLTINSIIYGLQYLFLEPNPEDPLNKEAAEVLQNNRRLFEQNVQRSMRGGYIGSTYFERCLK
Target sequence (Q13564 whole entry, looked up): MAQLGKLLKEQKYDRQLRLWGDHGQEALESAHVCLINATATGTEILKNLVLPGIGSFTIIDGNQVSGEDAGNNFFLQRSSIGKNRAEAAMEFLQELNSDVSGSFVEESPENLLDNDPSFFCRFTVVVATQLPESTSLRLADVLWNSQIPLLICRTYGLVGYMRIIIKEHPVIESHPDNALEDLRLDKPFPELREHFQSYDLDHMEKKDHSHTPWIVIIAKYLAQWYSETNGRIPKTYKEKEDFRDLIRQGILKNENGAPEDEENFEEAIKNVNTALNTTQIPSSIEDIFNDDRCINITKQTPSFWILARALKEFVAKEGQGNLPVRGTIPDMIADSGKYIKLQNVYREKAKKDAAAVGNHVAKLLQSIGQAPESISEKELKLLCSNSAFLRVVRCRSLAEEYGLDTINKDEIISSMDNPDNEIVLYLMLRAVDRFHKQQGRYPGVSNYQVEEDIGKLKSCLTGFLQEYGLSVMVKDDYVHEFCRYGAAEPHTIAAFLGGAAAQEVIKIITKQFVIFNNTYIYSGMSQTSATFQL
NadD block: NadD (S. aureus) enzyme inhibition. AID 602399. purified NadD enzyme, colorimetric absorbance read-out. 0.78% of 360,000 active. inhibition, % at 20 µM; in the data active = inhibition above about 26%; also: some compounds past the cut are filed as inactive
Rin1-Abl PPI inh: inhibitors of human Rin1-Abl protein interaction; inhibition, % at 7.35 µM; TR-FRET Rin1/Abl binding, biochemical; 0.4% of 360,000 active; in the data active = inhibition above about 5%, passing the limit was not always enough
Rpn11 block: inhibitors of human proteasome Rpn11. AID 588493. human 26S proteasome, Ub4-pepOG fluorescence polarization; 20S core pre-blocked with epoxomicin. calls only at 20 µM. 0.59% of 360,000 active;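 active = inhibition at 20 µM, scaled to each plate's controls, above about 33%, limit read from the data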
CSN deneddyl inh: inhibitors of human CSN-mediated cullin deneddylation; Q92905; inhibition, % at 12.5 µM; Purified CSN, SCF-Nedd8-OG deneddylation, fluorescence polarization; 0.38% of 360,000 active; AID 651999;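 active = pattern-corrected inhibition above about 35%, with an unprinted fluorescence ratio check between 0.5 and 1.5, limit read from the data, passing the limit was not always enough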;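 also: 0% = enzyme with substrate and 100% = substrate without enzyme; some results filed as inactive read as strong as hits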
Target sequence (Q92905 whole entry, looked up, one chain of several): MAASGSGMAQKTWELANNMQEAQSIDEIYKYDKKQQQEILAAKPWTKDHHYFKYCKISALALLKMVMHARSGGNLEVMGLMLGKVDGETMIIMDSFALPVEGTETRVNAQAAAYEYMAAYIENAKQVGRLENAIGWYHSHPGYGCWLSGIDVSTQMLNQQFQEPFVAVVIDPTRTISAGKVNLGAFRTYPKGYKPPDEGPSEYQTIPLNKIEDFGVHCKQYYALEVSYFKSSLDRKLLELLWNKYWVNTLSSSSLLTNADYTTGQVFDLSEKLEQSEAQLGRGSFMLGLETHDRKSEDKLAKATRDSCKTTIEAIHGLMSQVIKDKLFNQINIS
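Assay system: HEK293T-derived human Csn5 enzyme; quantity: 0.24 nM enzyme; medium: Tris/NaCl/DTT buffer, pH 7.5; also added: substrate SCFSkp2-Nedd8OG, 10 nM; doses: 12.5 µM compound; schedule: 90 min reaction at room temperature; signal: FP; read-out: % inhibition of substrate cleavage by Csn5; benchmarks: substrate-only high control, full reaction low control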
Scp1 inh: blocks human Scp-1 phosphatase activity; Recombinant Scp1, phosphopeptide, malachite green phosphate absorbance; Q9GZU7; 0.88% of 340,000 active; AID 493091; inhibition, % at 20 µM;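 active = inhibition above about 50% at 20 µM, limit read from the data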;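 also: plate controls were DMSO wells with enzyme for no effect and wells lacking enzyme for full effect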
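Test system: SCP-1 phosphatase catalytic domain, residues 76-261; measured by: colorimetric phosphate reagent with accelerator and stabiliser, absorbance at 630 nm; timing: enzyme reaction 45 min at room temperature, colour 5 min, stabilisation 30 min; also added: Phosphorylated 17-residue peptide substrate; compound dosing: one concentration, 20 µM, with 1.0% DMSO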
SUMO1-SIM PPI: modulators of human SUMO1-mediated protein-protein interactions. SUMO1 binding to a labelled peptide, TR-FRET, 1 h. inhibition, % at 20 µM. 0.33% of 360,000 active. AID 602429; in the data active = inhibition above about 37%
LMPTP inh: blocks human LMPTP phosphatase; recombinant LMPTP-A, OMFP fluorogenic substrate, fluorescence intensity; inhibition, % at 20 µM; 0.22% of 360,000 active;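 active = compounds that cut the enzyme signal by at least half of the control window in the single-dose screen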;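 also: plate controls were DMSO wells with enzyme plus substrate for no effect and substrate without enzyme for full effect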
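Assay system: LMPTP-A enzyme. Input: 0.625 nM LMPTP-A final. Probe or stimulus: 400 µM OMFP. Compound dosing: single 20 µM dose. Schedule: 50 min dark incubation at room temperature. Detection: fluorescence intensity of OMFP turnover product. Read-out: percent inhibition versus substrate-only and uninhibited controls. Benchmarks: no-enzyme low control, uninhibited high control.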
DNMT1 inh: inhibitors of human DNMT1. P26358. DNMT1 molecular beacon, Hinp1I cleavage, fluorescence. inhibition (reported as % activation of signal), % at 10 µM. 0.83% of 360,000 active. AID 588458; in the data active = inhibition above about 50%
An asterisk follows results filed as active; i = inactive; · = not tested or not shown. Compounds as they come. Share with any hit: about 3.8%.

STEP inh	Neddyl block	NadD block	Rin1-Abl PPI inh	Rpn11 block	CSN deneddyl inh	Scp1 inh	SUMO1-SIM PPI	LMPTP inh	DNMT1 inh	Structure
-2	i	-5	1	i	-5	-3	-10	0.2	2	CCN(C(=O)COC(=O)/C=C/c1cnc2ccccc2n1)c1ccccc1
-1	·	-6	-3	i	3	-3	-1	-1.8	56*	CCCC(=O)Nc1ccc(-c2nc3cc(C)c(C)cc3o2)cc1
-3	i	2	0	i	3	-4	-1	1.1	3	Cc1c(Cl)cccc1NC(=O)NCc1ccncc1
0	i	-4	1	i	-1	-21	-12	5.7	8	Cc1ccc(-c2ccc(=O)n(Cc3cccc(Br)c3)n2)cc1
0	i	-2	-2	i	-4	-5	0	-1.5	-7	Cc1csc(NC(=O)c2cc(C)oc2C)n1
2	i	-1	2	i	2	-5	1	-1.1	-1	COc1ccccc1CC(NC(C)=O)C(=O)NC1CCN(C(=O)Nc2cccc(F)c2)CC1 (configuration not stated)
2	i	-2	-5	i	-1	·	6	1.5	0	COc1ccc(Cl)cc1-c1cc(C(=O)NCc2ccccc2)[nH]n1
-1	i	-4	-2	i	-6	-4	0	0.3	-1	CCOc1cc(CNC(C)(C)CO)cc(Br)c1OCc1ccc(Cl)cc1Cl
-3	i	-8	1	i	-1	4	8	-3.8	-1	CCN(CCCc1ccccc1)CCCc1ccccc1
65*	i	28	-1	i	36*	86*	11	81*	14	C=CCOc1ccc(Br)cc1/C=C1/SC(=Nc2ccc(C(=O)O)cc2)NC1=O
0	i	-3	-1	i	-1	-1	-19	-1.3	0	O=C(COC(=O)/C=C/c1ccccc1[N+](=O)[O-])NCC(F)(F)F
-1	i	-4	2	i	0	-5	1	-0.7	-3	CCNc1nc(N)nc(Oc2ccc(OCCOc3ccc(Cl)cc3Cl)nn2)n1
2	i	2	0	i	0	-4	5	-0.6	0	Cc1ccc(N2CC(C(=O)Nc3nnc(SCC(=O)N4CCOCC4)s3)CC2=O)cc1 (configuration not stated)
-1	i	-7	-2	i	0	-4	-1	3.8	-4	CC(C)COc1ccc(CNC(=S)NCc2ccccc2)cc1
1	i	-4	3	i	4	-4	-1	0.7	4	Cc1ccc(C)c(S(=O)(=O)N2CCN(C(=O)CCNC(=O)c3ccc(Br)cc3)CC2)c1
-3	i	5	0	i	1	-6	-3	0.4	-2	O=C(Nc1ccccc1C(=O)N/N=C/c1ccc(F)cc1)c1ccccc1Br
2	i	-11	-6	i	-4	-13	-20	0.7	3	CC1CCN(CCCNC(=O)c2ccc3c(Cl)c4c(nc3c2)CCCC4)CC1
1	i	3	0	i	3	·	2	-1.3	1	O=C(C1CCCCC1)N1C[C@H](n2cc(C3CC3)nn2)[C@@H](O)C[C@@H]1c1ccc(Cl)cc1
13	i	-4	2	i	-1	-11	6	0.5	-1	COC(OC)c1ccnc(-c2ccc(OC(=O)c3cccs3)cc2)n1
-2	i	-2	-1	i	-1	-6	-16	-0.9	4	O=C(c1ccc(S(=O)(=O)c2ccccc2Cl)c([N+](=O)[O-])c1)N1CCCCCC1
-2	i	-6	-1	i	-2	-4	6	-1.5	0	Cc1ccc(C(=O)NC2CCN(C(=O)Nc3ccccc3)CC2)cc1
5	i	0	-1	i	-2	-2	1	-1.6	-1	CCc1nc2ccccc2c(C(=O)OCC(=O)NCCCN2CCCC2=O)c1C
0	i	1	0	i	0	-1	2	0.9	-3	CCc1ccc(NC(=O)C/C(C)=N/NC(=O)COc2ccccc2C)cc1
-2	i	0	-1	i	-2	21	0	-2.2	-3	C[C@H](CO)N1C[C@H](C)[C@@H](CN(C)Cc2ccc(-c3ccccc3)cc2)Oc2ccc(NC(=O)Cn3cnnn3)cc2C1=O
1	i	-6	-3	i	3	-11	-9	1.5	-1	CC(=O)N1N=C(c2cccs2)CC1c1cccs1 (configuration not stated)
1	i	-3	-2	i	4	-7	0	-0.5	-1	COc1ccc(-c2nnc(SC(C)C(=O)Nc3nccs3)n2Cc2ccccc2)cc1OC (configuration not stated)
0	i	-5	5	i	0	-8	-7	-2.0	-3	O=C(c1cccc(S(=O)(=O)Nc2ccc(F)cc2)c1)N1CCC1
4	·	-4	-1	i	3	-9	-3	0.0	2	O=c1oc2cc(OCCO)ccc2c2c1CCCC2
2	i	-6	5	i	-2	-8	5	0.8	-6	COc1cc2c(cc1OC)CN(C(=O)c1cc(C3CC3)nn1-c1ccccc1)CC2
-5	i	-9	1	i	5	-10	-1	-0.5	-1	O=C(Nc1ccnn1C1CCN(Cc2cccc(O)c2)CC1)C1CCCC1
4	i	9	-2	i	30	-3	-10	5.0	7	O=C(O)c1ccc2c(c1)C(=O)N(c1ccc(/C=C/C(=O)c3ccccc3)cc1)C2=O
0	i	-3	3	i	-5	-14	0	2.3	-1	COc1ccc(OCCSc2ccc(S(=O)(=O)N3CCCC3)cn2)cc1
-1	i	3	5	i	4	-6	-6	-0.3	0	CSc1ccc(CNC(=O)C(C)n2nc(C)c3c(C)n(-c4ccccc4)nc3c2=O)cc1 (configuration not stated)
1	i	2	-3	i	13	-4	-4	-2.8	-1	CCOc1ccc(S(=O)(=O)N2CCN(C(=O)c3oc4ccccc4c3C)CC2)cc1
2	i	-9	1	i	1	-1	-2	-1.3	-5	CCN(CC)CCCn1c2c(c(SCC(=O)Nc3cccc(C(C)=O)c3)nc1=O)CCC2
0	i	4	-1	i	4	-2	-1	0.3	-1	COc1ccc(NS(=O)(=O)c2cccc(N3CC(O)=C(c4ccccc4)C3=N)c2)cc1
5	i	7	3	i	-6	-8	-3	-0.7	1	COC(=O)c1ccc2c(=O)n(CCCCCC(=O)N3CCN(c4ccc(F)cc4)CC3)c(=O)[nH]c2c1
-2	i	0	1	i	4	-9	-3	2.2	-18	O=C(NCCCN1CCOCC1)c1cc(-c2cccc(O)c2)on1
-4	i	-1	5	i	-3	-3	4	-0.7	3	CC(C)CC(c1nnnn1C1CCCC1)N1CCC(C(N)=O)CC1 (configuration not stated)
·	i	-4	·	·	3	·	-16	-7.0	·	CN(C)CCN1CCN(C2CN(Cc3cn(Cc4cccc(Cl)c4)nn3)S(=O)(=O)C2)CC1 (configuration not stated)
4	i	-3	3	i	6	-13	0	0.3	-12	O/N=C/c1ccc(OCC(O)COc2ccc(/C=N/O)cc2)cc1
-1	i	-1	16*	i	-1	-2	3	-0.9	-1	CC(C)(C)[C@H]1C=C(C(=O)N2CCN(Cc3ccccc3)CC2)O[C@@H](OCCCCO)C1
1	i	3	2	i	0	-4	-20	0.9	-21	O=[N+]([O-])c1cccc(/C([O-])=C(/C(=S)Nc2ccccc2)[n+]2ccccc2)c1
-3	i	10	2	i	-3	2	0	-1.6	0	COc1ccc(C2N(C(=O)c3ccccc3)CCN2C(=O)c2ccccc2)cc1
8	i	-4	-3	i	2	-5	-27	-1.2	-1	Cc1cccc(NC(=O)CCS(=O)(=O)c2cccc3nsnc23)c1C
14	i	1	0	i	0	-8	-2	-1.1	1	COc1ccc([N+](=O)[O-])cc1N1C(=O)c2cccc3cccc(c23)C1=O
0	i	1	1	i	-8	·	2	-1.1	5	COc1cccc(C(NC(C)=O)c2nc(-c3ccoc3)cs2)c1 (configuration not stated)
4	i	0	-5	i	2	-9	0	1.1	-2	CC(=O)/C(C#N)=C1\NC(=O)C(Cc2ccccc2Cl)S1 (configuration not stated)
-1	i	-2	2	i	1	-9	2	1.5	-4	COc1ccc(Cl)cc1NC(=O)CCN1CCN(c2ccccc2C)CC1
2	i	-1	1	i	3	-3	-1	-1.2	-1	CCOc1cc(/C=N/N2C(=O)NC3(CCCCC3)C2=O)cc(Br)c1O
0	i	-1	0	i	3	-2	3	0.0	2	O=C(Nc1cccc(C(F)(F)F)c1)C1CCCN1S(=O)(=O)c1cccc2cccnc12 (configuration not stated)
5	i	-2	-2	i	-1	-10	0	2.2	0	CC(C)Cc1nnc(NC(=O)CCc2c[nH]c3ccccc23)s1
-1	i	4	-2	i	2	·	-5	3.8	-9	COc1cccc(CNc2nc3cc(-c4cccc(OC)c4)sc3c(=O)n2C)c1
-2	i	-10	0	i	5	-2	-20	-0.5	-4	CC(C)C(C(=O)OCC(=O)c1cccc([N+](=O)[O-])c1)N1C(=O)[C@@H]2[C@H]3CC[C@H](C3)[C@@H]2C1=O (some centres not stated)
0	i	-5	2	i	0	-4	2	-1.1	4	CC(=O)Nc1ccccc1NC(=O)CN(C)S(=O)(=O)c1ccc(C)cc1
·	i	10	·	·	12	·	3	3.2	·	CCCCCCSc1ccc(-c2nc3cnccn3c2NC2CCCCC2)cc1
1	i	0	-3	i	-3	-2	2	-1.6	3	OCC1=C[C@@H](O)[C@@H]2C=CO[C@@H](O[C@@H]3O[C@H](CO)[C@@H](O)[C@H](O)[C@H]3O)[C@H]12
-3	i	-6	3	i	3	-4	1	-0.7	1	Cc1c(NC(=O)COC(=O)c2ccc(F)c(S(=O)(=O)N3CCOCC3)c2)c(=O)n(-c2ccccc2)n1C
-2	i	3	5	i	-3	-3	5	0.4	-1	c1ccc2sc(NN=C3CCCC3)nc2c1
0	i	3	2	i	-4	-5	2	1.1	-2	COc1cc(C(=O)NNC(=O)c2cc(C)[nH]n2)cc(OC)c1OC

(listing goes on)
STEP inh	Neddyl block	NadD block	Rin1-Abl PPI inh	Rpn11 block	CSN deneddyl inh	Scp1 inh	SUMO1-SIM PPI	LMPTP inh	DNMT1 inh	Structure
-3	i	-1	1	i	4	3	-2	-0.5	-2	CCCC(=O)N(c1ccccc1)C1C=CS(=O)(=O)C1 (configuration not stated)
-2	i	-3	0	i	-5	-1	-11	-1.5	0	Fc1ccc(Nc2nc(-c3ccncc3)cs2)cc1
-3	i	-8	1	i	5	-1	1	-0.2	1	CC(=O)Nc1ccc(S(=O)(=O)N2CCN(C(=O)c3ncoc3-c3ccccc3)CC2)cc1
2	i	-2	2	i	0	-7	2	-2.4	4	Cc1ccc(-c2nnn(C/C(N)=N/O)n2)cc1
4	i	-1	1	i	0	8	6	-0.8	4	CC(=O)C[C@@H](O)CC(=O)[C@@H]1OC(=O)CCCCCCc2ccccc21

4 compounds from above, sorted by their value in DNMT1 inh, high to low:
SMILES	DNMT1 inh
C=CCOc1ccc(Br)cc1/C=C1/SC(=Nc2ccc(C(=O)O)cc2)NC1=O	14
COc1cccc(C(NC(C)=O)c2nc(-c3ccoc3)cs2)c1 (configuration not stated)	5
Fc1ccc(Nc2nc(-c3ccncc3)cs2)cc1	0
COc1cc(C(=O)NNC(=O)c2cc(C)[nH]n2)cc(OC)c1OC	-2

Bioassay records (PubChem BioAssay)
